Statin myotox sup = suppressors of statin myotoxicity in C2C12 myotubes, primary screen, cell-based, single point, plate reader | AID 602340, 2012 | C2C12 myotubes + simvastatin, ATP luminescence, 48 h; scaled: DMSO 0, geranylgeraniol control 100 | 0.78% of 330,000 active | rescue of ATP level, % at 7.49 µM;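 active = mean ATP rescue above about 67%, or every replicate alone reaching that limit, limit read from the data, passing the limit was not always enough; inconclusive = no clear call, values can overlap the other calls; inactive = mean under the limit and some replicate under it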;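 also: myotubes were challenged with 10 µM simvastatin during compound exposure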
PglD inh = C. jejuni PglD acetyltransferase inhibitors, primary screen, biochemical, DTNB colorimetric, single point. inhibition, % at 12.5 µM. 0.098% of 360,000 active. purified PglD enzyme, DTNB colorimetric CoA detection. UDP-N-acetylbacillosamine N-acetyltransferase PglD (Campylobacter jejuni); in the data active = inhibition above about 16%, passing the limit was not always enough; inconclusive = no clear call, values can overlap the other calls; also: strong numbers were not always called active
Cneo AK release = Cryptococcus neoformans cell lysis inducers, primary screen, AK release luminescence, single concentration. C. neoformans lysis, adenylate kinase release luminescence, 4 h; normalised: neutral wells 0, clomiphene wells 100. lysis activity, % at 15 µM. 0.2% of 360,000 active. AID 651654, 2012;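 active = mean lysis activity across replicates of at least 80%, whatever share of replicates individually reach that level; inactive = mean lysis activity below 80%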
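Material: C. neoformans cells | Amount: Yeast cell density of 5 × 10^6 cells/mL | Medium: Fresh YPD growth medium | Dosing: Single dose | Times: Static 4 h at 37 °C with compound, 1 h detection | Detection: AK luminescence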
LGR2 antag = inhibitors of bursicon-induced LGR2 CRE-luciferase signal, primary screen, cell-based, HEK293, CRE-luciferase reporter, bursicon stimulation; inhibition, % at 9.99 µM; 0.35% of 380,000 active; bursicon-stimulated, 4 h; Drosophila bursicon receptor LGR2 (rickets);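 active = drop in luminescence signal, shown as inhibition above about 50% in the replicate tests, limit read from the data, passing the limit was not always enough; inconclusive = probably only some replicates passing the limit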;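 also: agonist challenge used bursicon conditioned medium at about half maximal strength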
ARNT TACC3 PPI = disruptors of ARNT/TACC3 protein interaction, primary screen, biochemical, AlphaScreen, single concentration. Transforming acidic coiled-coil-containing protein 3 (Homo sapiens), Q9Y6A5. AlphaScreen His-ARNT PAS-B/GST-TACC3 binding, luminescence; TACC3 fragment carries E629A point mutation. inhibition, % at 9.99 µM. AID 623870, 2012. 0.66% of 390,000 active;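 active = mean inhibition of replicates at least 50% and at least half of replicates each reaching 50%; inconclusive = half or more replicates reach 50% but mean below 50%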;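 also: 0% = complete ARNT plus TACC3 wells and 100% = ARNT alone without TACC3; many hits fall short of the cut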
PGC1a acetyl inh = inhibitors of PGC1a acetylation signal, primary screen, cell-based, U2OS, AlphaScreen, inhibitor mode. AlphaScreen anti-acetyl-lysine; with virally co-expressed GCN5 acetyltransferase. inhibition, % at 15.6 µM. 0.17% of 350,000 active. AID 651687, 2012;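 active = every replicate shows inhibition of at least 40%; inconclusive = mean inhibition at least 40% but some replicate below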;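 also: 0% = neutral control wells and 100% = positive control wells; some results beyond the cut were filed as inactive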
PAX8 inh HTS = inhibitors of PAX8-driven TPO luciferase reporter, primary screen, RMG-I cells, single concentration. 1.2% of 360,000 active. SteadyGlo, 24 h. inhibition, % at 12.6 µM;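 active = mean replicate inhibition at least 60% with every replicate also reaching 60%; inconclusive = only one of the two criteria is met; inactive = mean below 60% and not all replicates reaching 60%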;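 also: luciferase light reporting Pax8 driven TPO promoter activity; plate controls were median of neutral control wells for no effect and mitoxantrone controls for full effect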
INS-1E GSIS act = GLuc luminescence reporter in INS-1E cells, primary screen for activators of glucose-dependent secretion of insulin | INS-1E GLuc reporter insulin secretion, 2-3 h | activation, % at 16.6 µM | 0.61% of 370,000 active;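 active = lowest replicate activation of at least 40%, so every replicate reaches that level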;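 also: 0% = median of neutral control wells and 100% = median of IBMX positive control wells; some compounds called inactive have numbers as strong as hits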
* marks the source's active call; other numbers are inactive results; ? = inconclusive; nt = not tested or not shown; & = joins results of further samples.

SMILES	Statin myotox sup	PglD inh	Cneo AK release	LGR2 antag	ARNT TACC3 PPI	PGC1a acetyl inh	PAX8 inh HTS	INS-1E GSIS act
COc1cc(CCC(=O)OCC(=O)NCc2ccccc2)cc(OC)c1OC	-3	nt	nt	0	-5	nt	10	-1
COC(=O)C1CC(O)CN1S(=O)(=O)c1cccs1 (stereo not drawn)	nt	nt	nt	-14	5	nt	-17	22
O=C(Cc1ccccn1)N1CC(=O)N2[C@H](C1)[C@@H](c1ccc(C#CC3CCCCC3)cc1)[C@@H]2CO	nt	nt	nt	31	nt	5	7	0
COc1ccc(S(=O)(=O)N(C)C[C@@H]2Oc3ccc(NC(=O)C4CC4)cc3CC(=O)N([C@H](C)CO)C[C@H]2C)cc1	14	4	-4	7	-2	-4	nt	4
O=C(Nc1ccc(C(=O)N2CCOCC2)cc1)C1CCCC1	9	-5	0	2	-4	9	-2	-2
CC(C)CC#Cc1cnc2c(c1)C(=O)N([C@H](C)CO)C[C@H](C)[C@H](CN(C)S(=O)(=O)c1cn(C)cn1)O2	9	-4	6	-3	14	-2	-21	-1
N#Cc1cccc(Oc2ccc(-c3cnc4ccccc4n3)cc2)c1C#N	nt	nt	nt	-14	-4	nt	-24	87*
Nn1c(Cc2ccccc2F)nnc1SCC(=O)N1CC(=O)Nc2ccccc21	-6	0	0	nt	2	1	-7	2
Cc1ccc(NC(=O)CN(C)c2ccc(S(=O)(=O)N3CCN(C)CC3)cn2)cc1	5	2	0	nt	-9	1	-5	nt
Cc1cccc(NC(=O)c2ccc(NCCc3ccccc3)c([N+](=O)[O-])c2)c1	nt	nt	nt	20	-4	nt	-6	1
O=C(COC(=O)c1cccc(O)c1)Nc1ccc(S(=O)(=O)N2CCOCC2)cc1	-1	-3	1	9	4	nt	-8	-13
COc1ccccc1CCNC(=O)c1cc(C2CC2)nc2c1cnn2C(C)C	2	2	0	-15	-4	-12	11	-20
COc1cc(SC)ccc1C(=O)N1CCCCCC1	2	-2	3	nt	-7	-3	-15	nt
COc1ccc(CN(C)C[C@@H]2OCCCC[C@@H](C)Oc3ccc(NC(=O)C4CCCCC4)cc3C(=O)N([C@H](C)CO)C[C@@H]2C)cc1	nt	8	61	3	-3	nt	-12	-7
Cc1ccc(-n2c(SCC(=O)N3CCOCC3)nnc2-c2cccnc2)cc1C	4	2	3	nt	-4	-3	nt	nt
CCc1ccc(C(=O)OCC(=O)Nc2c(C)n(C)n(-c3ccccc3)c2=O)cc1	-5	-4	-1	18	nt	nt	2	3
CCOc1ccc(N(CC(=O)NCCc2ccc(F)cc2)S(=O)(=O)c2ccccc2)cc1	3	-3	2	8	nt	nt	11	-28
CCOc1ccc(N2C(=O)CC(SC(=NC)Nc3cccc(OC)c3)C2=O)cc1 (stereo not drawn)	22	4	0	nt	-3	nt	7	nt
C=CC(=O)Nc1cccc(Oc2ccnc(Nc3ccc(N4CCN(C)CC4)cc3)n2)c1	-26	-2	-4	23	15	?	74*	-14
CCOC(=O)CC(NC(=O)Cc1cccs1)c1ccccc1Cl (stereo not drawn)	-1	-4	-1	3	-1	-5	5	-6
COc1ccc(NC(=O)C(C)N2c3cccc4cccc(c34)S2(=O)=O)cc1 (stereo not drawn)	5	4	-1	nt	0	-33	nt	-3
C[C@H]1CN([C@@H](C)CO)C(=O)CCCn2cc(nn2)CO[C@H]1CN(C)C(=O)Nc1cccc2ccccc12	1	2	-1	-7	5	-3	nt	0
COCC(=O)Nc1ccc2c(c1)C(=O)N(C)C[C@@H](OC)[C@@H](C)CN(C(=O)c1cnccn1)[C@@H](C)CO2	-8	-3	42	4	0	10	nt	12
CN1Cc2ccccc2N(CC(=O)NCc2ccccc2)C1=O	nt	nt	nt	4	-11	-1	12	7
Cc1c(C)c(C)c(/C=[N+](/C)[O-])c(C)c1C	nt	nt	nt	14	-6	nt	18	7
Cc1nnc2ccc(N3CCCCC3)nn12	-3	1	-2	-1	7	3	10	-5
CC(=O)N(C)C[C@@H]1Oc2ncc(-c3ccccc3C)cc2C(=O)N([C@@H](C)CO)C[C@@H]1C	-8	2	3	21	1	12	nt	26
CCN(CC(=O)Nc1ccc(OC)cc1)C(=O)CSCC(=O)Nc1ccc(C)cc1	9	-1	-4	-7	-5	-1	9	6
CC(=O)N1c2ccccc2CCc2ccc(N)cc21	5	-2	-8	7	4	22	15	nt
Cc1cc(OCc2ccc(F)cc2)nc(-c2ccccc2O)n1	-1	-2	0	nt	-3	10	nt	nt

Complete entries, quoted from the list. Order of values: Statin myotox sup | PglD inh | Cneo AK release | LGR2 antag | ARNT TACC3 PPI | PGC1a acetyl inh | PAX8 inh HTS | INS-1E GSIS act
Entry for `CN1Cc2ccccc2N(CC(=O)NCc2ccccc2)C1=O` → nt | nt | nt | 4 | -11 | -1 | 12 | 7
Entry for `CCc1ccc(C(=O)OCC(=O)Nc2c(C)n(C)n(-c3ccccc3)c2=O)cc1` → -5 | -4 | -1 | 18 | nt | nt | 2 | 3

(listing goes on)
SMILES	Statin myotox sup	PglD inh	Cneo AK release	LGR2 antag	ARNT TACC3 PPI	PGC1a acetyl inh	PAX8 inh HTS	INS-1E GSIS act
COc1ccc(C2(C)NC(=O)N(CC(=O)Nc3ccc4[nH]c(=O)[nH]c4c3)C2=O)cc1 (stereo not drawn)	-1	-1	-1	-16	6	nt	4	5
C=C(C)CSc1nnc(-c2cc(OC)c(OC)c(OC)c2)n1N	1	-7	1	nt	9	nt	nt	nt
CCn1c(SCC(=O)Nc2nc(-c3ccc(C)cc3)cs2)nnc1-c1ccccc1O	53	4	-2	nt	4	3	nt	nt
O=C(CSc1nnc(CN2CCCCCC2=O)n1-c1ccccn1)NCC(F)(F)F	11	-4	0	nt	-3	-2	nt	nt
COc1cccc(N2C(=O)C3NN=C(C(=O)CN4C(=O)c5ccccc5C4=O)C3C2=O)c1 (stereo not drawn)	nt	10	0	-3	nt	9	-12	7
C[C@H]1CCCCO[C@H](CN(C)C(=O)CCCN(C)C)[C@@H](C)CN([C@@H](C)CO)C(=O)c2cc(NC(=O)Nc3ccc(C(F)(F)F)cc3)ccc2O1	-15	0	4	27	9	16	-1	0
Cn1c(SCC(=O)N2CCc3ccccc3C2)nnc1-c1cccs1	0	2	1	nt	-4	-1	-3	nt
CCOc1ccccc1NC(=S)N1CCN(c2cccc(OC)c2)CC1	4	3	2	-4	-4	-5	21	17
Cc1ccccc1S(=O)(=O)NC(=O)C1(C)CCN1C(=O)c1ccccc1CCc1ccccc1 (stereo not drawn)	3	-1	0	-1	nt	21	10	3
c1ccc(-c2nc(NCc3ccco3)c3ccccc3n2)cc1	-7	1	0	nt	-8	-9	3	-19
CC(C)CC(C)c1cc(N)nc2nc3ccccc3n12 (stereo not drawn)	nt	nt	nt	8	5	nt	9	-6
CC1=[N+](C)N(c2ccccc2)C(=O)C1N=Cc1ccccc1Cl (stereo not drawn)	nt	0	3	17	-1	nt	15	2
Cc1occc1-c1nnc(SCC(=O)NC(=O)NC(C)C)n1N	nt	0	1	nt	1	9	-4	nt
C=CCn1c(COc2ccc(CC)cc2)nnc1SCC(=O)NC1CCS(=O)(=O)C1 (stereo not drawn)	11	-2	0	nt	4	5	nt	nt
C[C@H](CO)N1C[C@H](C)[C@H](CN(C)C(=O)Cc2ccncc2)Oc2ncc(C#C[C@@H](C)O)cc2C1=O	-13	5	3	14	1	-4	34	22
CN(C)CC(=O)Nc1ccc2c(c1)[C@H]1C[C@@H](CC(=O)NCc3ccc4c(c3)OCO4)O[C@@H](CO)[C@H]1O2	1	-3	0	-8	-1	-9	11	14
C[C@H](CO)N1C[C@H](C)[C@@H](CN(C)Cc2ccc(Cl)c(Cl)c2)Oc2c(NC(=O)Nc3ccc(C(F)(F)F)cc3)cccc2C1=O	nt	-3	-2	13	2	6	nt	-8
Cc1ccc(C(=O)CC(Nc2ccc(F)cc2)c2ccccc2)cc1 (stereo not drawn)	nt	2	3	-22	-5	1	-92	-23
CCC(=O)N1CCc2cc(S(=O)(=O)N(CC)c3cccc(C)c3)ccc21	nt	-1	-4	nt	-5	3	6	nt
COc1ccc(C(=O)NCc2nnc(SCC(=O)N3CCc4ccccc43)n2C2CCCCC2)cc1	nt	-5	-1	2	42	-1	-7	-27
CC(Oc1cc(F)ccc1[N+](=O)[O-])C(=O)N(C)CC(=O)Nc1ccccc1C(F)(F)F (stereo not drawn)	nt	nt	nt	-9	-2	nt	-3	7
CNC[C@H]1OCCCC[C@H](C)Oc2ccc(NC(=O)Nc3ccc(OC)cc3)cc2C(=O)N([C@@H](C)CO)C[C@@H]1C	-40	-4	-2	19	0	-1	-3	2
COc1ccc(/C=C/C(=O)c2cc(F)ccc2OC(=O)c2ccccc2C)cc1OC	nt	-1	-4	32	2	-30	91*	23
CC(C)NC(=O)Nc1ccc2c(c1)C(=O)N([C@H](C)CO)C[C@@H](C)[C@H](CN(C)Cc1ccccc1)OCCCC[C@H](C)O2	-2	nt	nt	0	nt	12	-2	2
NC(=O)CSc1ncc(-c2ccc([N+](=O)[O-])cc2)[nH]1	nt	nt	nt	-2	2	3	-9	3
Fc1ccc(NC(=S)Nc2cccc3ccccc23)cc1F	-5	-7	1	-42	9	nt	5	13
C[C@@H]1CN([C@@H](C)CO)C(=O)c2cc(C#Cc3cccc(F)c3)cnc2O[C@H]1CN(C)C(=O)C1CCCCC1	5&41&48	4&-1&1	-1&0&-6	12&8	1&0	-1&-3	14&37	-21&-9
COc1ccc(S(=O)(=O)N(C)C[C@@H]2Oc3ccc(NC(=O)C4CCCCC4)cc3CC(=O)N([C@@H](C)CO)C[C@@H]2C)cc1	-30	-1	3	-2	11	1	6	-10
Cc1ccc(NC(=O)c2ncn(CC(=O)NCc3nc4ccccc4[nH]3)n2)cc1C	13	6	4	-1	-5	0	-40	-2
c1ccc(CCNc2nc(-c3ccccn3)nc3ccccc23)cc1	nt	4	1	29	64*	1	15	-54
Cc1cc(C)c(NC(=O)CNC(=O)c2ccc3ncsc3c2)c(C)c1	14	3	-1	-4	-5	8	-15	5
O=C(c1ccc(Cl)cc1)n1c(NCc2ccccc2)n[nH]c1=S	nt	nt	nt	3	-8	-15	-36	15
COc1ccc(-c2csc3nc(C(C)C)oc(=O)c23)cc1OC	-3	3	-3	4	-10	-2	-43	-6
CO[C@H]1CN(C)C(=O)c2ccc(NC(=O)c3ccccc3)cc2OC[C@@H](C)N(C)C[C@@H]1C	-1	-3	-3	-4	17	nt	1	0
CN1CCN(C(=O)C[C@H]2C[C@H]3c4cc(NC(=O)Nc5ccccc5F)ccc4O[C@H]3[C@@H](CO)O2)CC1	-2	1	6	4	-5	-2	-6	-1
CCCn1c(NCc2cc(C)ccc2O)nc2ccccc21	-22	-1	0	nt	-2	-14	-12	-25
